# Compound activity: PubChem BioAssay, National Center for Advancing Translational Sciences (NCATS)
# Nrf2 ARE act – qHTS of Nrf2 Activators | AID 624171, 2012 | 0.31% of 410,000 active | Potency, µM (highest dose often 46.1 µM), for the others: top-dose activation, actives largely listed as activators | AREc32 ARE-luciferase reporter (MCF7-derived line), luminescence, 24 h; further: % of control where 0% means no effect; nearly all actives have a fitted effect of over 65% in size
#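 Cells of the AREc32 ARE-luciferase line are plated in OPTI-MEM containing 5% FBS and left overnight at 37 deg C. Compounds are pinned in, incubation continues 24 hr, and firefly luciferase signal is then measured.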
# HepG2 viability – qHTS for Inhibitors of TGF-b: Cytotox Counterscreen; HepG2 CAGA-GFP viability, ATP luminescence, 18 h; Potency, µM (doses to about 46.1 µM), without a hit: top-dose activity change, negative = cytotoxicity, most hits filed as cytotoxic; 0.76% of 410,000 active; AID 588856, 2011; further: some results filed as inactive show a strong effect at the top dose
#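 CellTiter-Glo luminescence gave cytotoxicity after 18 hours at 37 degrees C. The cells were HepG2 CAGA-GFP in 1% FBS DMEM, stimulated with 500 pg/mL TGF-beta after compound addition. %Activity was normalised to no-cell wells (complete cell-killing) and DMSO (no toxicity), and curves were fitted and classified.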
# TGFb SMAD3 inh – qHTS for Inhibitors of TGF-b; HepG2 CAGA-GFP TGF-b/SMAD3 reporter, GFP fluorescence, 18 h; TGF-beta stimulated, 500 pg/mL final; Potency, µM (doses to about 46.1 µM), for inactives: at the highest dose activity, negative = inhibition, hits mostly inhibitors; 1.2% of 410,000 active; AID 588855, 2011; further: on the % scale 0 is the no-effect control and ±100 the full control effect; nearly all actives have a fitted effect of over 65% in size
#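 HEPG2 CAGA-GFP, 1000 cells/well; 2 h settle, 37 C; cpd via pin tool; TGF-b 500 pg/mL final; 18 h, 37 C; GFP imaging ex488/em500-530; %Activity normalised to -TGF-b and +DMSO controls; CRC fit, curve class.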
# MCF10A rerep – A quantitative high throughput screen for small molecules that induce DNA re-replication in MCF 10a normal breast cells. MCF 10A DNA re-replication, Hoechst nuclear intensity, 48 h. Potency, µM (doses to about 46.1 µM), for the others: top-dose activity, positive = re-replication, usual class: activators. 2.9% of 350,000 active; further: % of control where 0% means no effect; nearly all actives have a fitted effect of over 50% in size
# S2 tox – Viability Counterscreen for Primary qHTS for Inhibitors of ATXN expression. S2 cells (HEK-293 line with an ATXN2-luciferase reporter) viability, CellTiter-Fluor protease fluorescence, 24 h. Potency, µM (titrated, usually from 56.7 µM), most hits filed as cytotoxic. 0.49% of 400,000 active. AID 651635, 2014; further: nearly all actives have a fitted effect of over 40% in size
# ATXN2 expr inh – Primary qHTS for Inhibitors of ATXN expression; Potency, µM (series often up to 57 µM), inactives show at the highest dose activity change, negative = inhibition, hits mostly inhibitors; HEK-293 ATXN2-luciferase reporter, luminescence, 24 h; AID 1745845, 2022; 0.72% of 360,000 active; further: on the % scale 0 is the no-effect control and ±100 the full control effect; nearly all actives have a fitted effect of over 55% in size
#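 qHTS (up to 57 uM final) was run with 24 h compound exposure of reporter cells at 37 °C. Each well was multiplexed: SteadyGlo luminescence measured ATXN2-luciferase expression after a fluorogenic Gly-Phe-AFC viability readout (25 uM final).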
# A549 viability – Nrf2 qHTS screen for inhibitors: counterscreen for cytotoxicity | AID 504648, 2011 | 0.16% of 390,000 active | Potency, µM (top dose mostly 46 µM), for inactives: at the top dose activity change, negative = cytotoxicity, most hits filed as inhibitors | A549 ARE-Fluc cells, CellTiter-Fluor viability, 18-24 h; further: on the % scale 0 is the no-effect control and ±100 the full control effect
#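 A549 ARE_Fluc cells in 5% FBS OPTI-MEM were exposed to compounds in concentration-response for 18-24 h at 37 deg C. Viability was read by CellTiter-Fluor fluorescence (Ex 405/Em 525) after 30 min, before the luciferase read.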
# EPAC2 antagonist – qHTS for Antagonist of cAMP-regulated guanine nucleotide exchange factor 2 (EPAC2): primary screen; 0.18% of 360,000 active; AID 720708, 2013; Rap guanine nucleotide exchange factor 4 (Homo sapiens), Q8WZA2; EPAC2 GEF exchange of Rap1B-BODIPY-GDP, fluorescence; Potency, µM (series often up to 114 µM), inactives show top-dose activity, negative = inhibition, most hits filed as inhibitors; further: on the % scale 0 is the no-effect control and ±100 the full control effect; nearly all actives have a fitted effect of over 45% in size; many of its hits are not listed in these tables
# Target sequence (Q8WZA2 whole entry, looked up): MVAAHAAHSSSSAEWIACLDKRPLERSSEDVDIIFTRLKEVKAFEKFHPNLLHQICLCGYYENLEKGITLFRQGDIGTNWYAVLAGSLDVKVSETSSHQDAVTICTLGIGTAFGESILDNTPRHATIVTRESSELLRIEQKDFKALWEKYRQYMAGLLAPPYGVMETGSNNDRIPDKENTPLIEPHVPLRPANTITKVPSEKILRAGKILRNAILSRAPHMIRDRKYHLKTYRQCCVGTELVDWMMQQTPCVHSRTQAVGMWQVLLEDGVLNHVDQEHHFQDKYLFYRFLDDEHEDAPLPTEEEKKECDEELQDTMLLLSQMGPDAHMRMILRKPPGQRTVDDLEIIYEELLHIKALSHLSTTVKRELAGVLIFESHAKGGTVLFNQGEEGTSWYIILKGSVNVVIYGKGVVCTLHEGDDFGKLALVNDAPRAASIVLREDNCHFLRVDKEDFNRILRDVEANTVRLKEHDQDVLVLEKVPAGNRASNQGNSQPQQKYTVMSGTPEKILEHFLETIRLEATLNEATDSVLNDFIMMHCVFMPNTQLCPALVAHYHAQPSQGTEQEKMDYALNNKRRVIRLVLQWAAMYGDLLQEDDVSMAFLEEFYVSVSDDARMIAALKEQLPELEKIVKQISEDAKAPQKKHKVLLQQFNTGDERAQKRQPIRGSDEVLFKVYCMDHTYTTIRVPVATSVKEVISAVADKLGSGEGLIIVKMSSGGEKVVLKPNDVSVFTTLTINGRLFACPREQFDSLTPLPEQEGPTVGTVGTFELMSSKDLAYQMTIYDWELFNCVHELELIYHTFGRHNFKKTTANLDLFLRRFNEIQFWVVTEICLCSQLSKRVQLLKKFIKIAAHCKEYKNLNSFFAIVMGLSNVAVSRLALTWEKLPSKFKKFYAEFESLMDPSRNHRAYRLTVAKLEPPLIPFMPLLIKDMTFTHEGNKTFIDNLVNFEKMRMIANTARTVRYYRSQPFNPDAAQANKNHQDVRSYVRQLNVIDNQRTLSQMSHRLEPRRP
# Nrf2 inh – Nrf2 qHTS screen for inhibitors. A549 ARE-Fluc reporter, luciferase luminescence, 18-24 h. Potency, µM (series often up to 46 µM), for inactives: at the top dose activity change, negative = inhibition, actives largely listed as inhibitors. 2.1% of 360,000 active. AID 504444, 2011; further: on the % scale 0 is the no-effect control and ±100 the full control effect; nearly all actives have a fitted effect of over 60% in size
#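 Reporter: ARE-Fluc in A549. Exposure: 18-24 h, 37 °C, 5% CO2, 5% FBS OPTI-MEM. Readouts: fluorescent cytotoxicity (CellTiter-Fluor), then luminescent Nrf2 signal after BugLite.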
# Numbers without * were called inactive; i = inactive; ? = inconclusive; . = no result given; & = joins results of further samples; [ ] = another dose, or the depositor's remark. The call rests on the fitted dose curve; in most records, active means well fitted curve in the direction sought with a large enough effect; inconclusive means small, poorly fitted or top-dose-only effect, or another doubt; inactive means no such curve, though single readings can be large; an effect the other way counts as inactive or inconclusive. Potency means the concentration at half of the fitted maximal effect. Not all compounds are listed, so the mix of outcomes need not match the whole.
(1) CCOC(=O)N1CCC2(CC1)C(C#N)=C(N)Oc1c2sc2nc(C)cc(C)c12
(2) CCn1c(SCC(O)c2ccccc2)nnc1-c1ccccc1 (centres undefined)
(3) Cc1cc([N+](=O)[O-])cc2c1NCC1CC=CC21 (centres undefined)
(4) Cc1nnsc1C(=O)Nc1ccccc1
(5) COc1cc(NC(=O)Cc2c(C(=O)O)n(C)c3ccccc23)cc(OC)c1OC
(6) COCc1nnc(NC(=O)c2cc(OC)c(OC)c(OC)c2)s1
(7) COc1ccccc1-c1c(C)nn2c(-c3ccccc3)cc(C)nc12
(8) COc1ccc(N2CCN(C(CNC(=O)c3ccc4c(c3)OCO4)c3ccco3)CC2)cc1 (centres undefined)
compound no.	1	2	3	4	5	6	7	8
Nrf2 ARE act	8.7%	2.9%	-0.3%	-0.3%	-0.6%	0.3%	3.2%	-0.8%
HepG2 viability	-36%	-3%	-29%	-14%	9%	-11%	-21%	-1%
TGFb SMAD3 inh	-20%	3%	-11%	0%	9%	-9%	-21%	1%
MCF10A rerep	7.3µM*	15%	10%	3%	0%	.	?	-2%
S2 tox	.	i	i	i	i	i	i	i
ATXN2 expr inh	?	27%	.	8%	0%	7%	-21%	1%
A549 viability	?	8%	0%	-1%	1%	-1%	2%	-4%
EPAC2 antagonist	-5%	-1%	-17%	5%	8%	.	?	-5%
Nrf2 inh	?	?	0%	8%	0%	10%	?	-10%

(9) Cc1oc(-c2ccc(Cl)cc2)nc1CN1CCCC(C(=O)NCc2ccc(Cl)cc2)C1 (centres undefined)
(10) Cc1ccc(C)c(OCC(O)CN2CCN(CCN3C(=O)c4cccc5cccc(c45)C3=O)CC2)c1 (centres undefined)
(11) CCc1ccc(NC(=O)CSc2n[nH]c(C)c2[N+](=O)[O-])cc1
(12) CS(=O)(=O)N1CCN(C(=O)Nc2ccccc2)CC1
(13) CCCc1cc(NCCOCCO)n2c(nc3ccccc32)c1C#N
(14) CCOc1ccc(CNc2ccc(N3CCOCC3)c(C(=O)O)c2)cc1
(15) Cn1cccc1/C=C1\CCC/C(=C\c2cccn2C)C1=O
(16) CC1CC(C)CN(S(=O)(=O)N2CCCC(C(=O)NCCc3ccccc3)C2)C1 (centres undefined)
compound no.	9	10	11	12	13	14	15	16
Nrf2 ARE act	0.3%	23%	0.2%	-0.1%	1.4%	-0.3%	5.8%	0.2%
HepG2 viability	-7%	-99%	5%	-12%	-19%	15%	-41%	-17%
TGFb SMAD3 inh	0%	?	2%	-3%	-3%	-21%	127%[activator]	4%
MCF10A rerep	.	?	-67%[inhibitor]	-5%	.	-14%	?	0%
S2 tox	i	?	i	i	.	?	i	i
ATXN2 expr inh	1%	?	3%	5%	.	3%	36%[activator]	-8%
A549 viability	-1%	?	-10%	2%	.	-2%	-12%	0%
EPAC2 antagonist	.	-20%	16%	0%	3%	16%	?	1%
Nrf2 inh	3%	?	9%	3%	.	-6%	?	-1%

(17) COc1ccc(NC(=O)N(C)C[C@H]2Oc3ccc(NS(=O)(=O)c4ccccc4)cc3C(=O)N([C@H](C)CO)C[C@@H]2C)cc1
(18) CCC(=O)NC(c1ccc(N(C)C)cc1)c1c(O)ccc2ccccc12 (centres undefined)
(19) CCCc1nnc2n1N=C(c1ccc([N+](=O)[O-])cc1)CS2
(20) COc1ccc(OC)c(S(=O)(=O)NCC(c2ccco2)S(=O)(=O)c2ccccc2)c1 (centres undefined)
(21) CC(=O)Nc1ccc(NC(=O)C2(C)Cc3c(-c4cccc(NC(C)=O)c4)ccnc3O2)cc1 (centres undefined)
(22) CCOC(=O)Cn1c(-c2ccccc2)cc(SC)c(C#N)c1=O
(23) Brc1ccc(/C=N/N2CCN(C3c4ccccc4-c4ccccc43)CC2)s1
(24) COC/C=C/C1=CC2=CC(=O)C(C)(OC(=O)c3cnc4ccccc4n3)C(=O)C2=CN1CCCCO (centres undefined)
compound no.	17	18	19	20	21	22	23	24
Nrf2 ARE act	0.0%	1.6%	-0.9%	2.1%&3.8%	-0.2%	3.5%	1.5%	-0.6%
HepG2 viability	-2%	-6%	22%	-18%&0%	0%	2%	1%	1%
TGFb SMAD3 inh	-7%	-10%	15%	-3%&11%	6%	7%	5%	-21%
MCF10A rerep	-6%	4%	0%	-1%	.	2%	0%	-6%
S2 tox	i	i	i	i	i	i	i	i
ATXN2 expr inh	0%	-25%	-14%	3%	-3%	12%	-17%	13%
A549 viability	1%	-1%	0%	-8%&-11%	.	6%	0%	-19%
EPAC2 antagonist	2%	?	9%	-8%	4%	?	14%	15%
Nrf2 inh	2%	3%	2%	19%	.	10%	.	5%

(25) c1ccc(C2Nc3ccccc3-c3nc4ccccc4n32)nc1 (centres undefined)
(26) CCC(C)NC(=O)c1cc(CC(C)C)on1 (centres undefined)
(27) COc1ccc(NC(=O)COC(=O)C2CC(=O)N(CCc3ccc(OC)c(OC)c3)C2)cc1Cl (centres undefined)
(28) O=C(CSc1ccc(-c2cccs2)nn1)N1CCCCCC1
(29) CCCCCC1=NN2C(=O)CC(=O)N=C2S1
(30) CCOc1ccccc1NC(=O)C(CC(C)C)NC(=O)C1CCC(C)CC1 (centres undefined)
(31) CCC(CC)N1CCN(CCc2ccccc2)C(CCO)C1 (centres undefined)
(32) CCn1cc2nc(SCC(=O)Nc3ccc(OC)c(OC)c3)n(Cc3ccc(OC)cc3)c(=O)c2n1
compound no.	25	26	27	28	29	30	31	32
Nrf2 ARE act	3.0%	0.9%	-1.0%	5.7%	0.0%	0.1%&-0.1%	1.4%	2.5%
HepG2 viability	-17%	-2%	0%	1%	-1%	-8%&0%	-22%	-4%
TGFb SMAD3 inh	-4%	-13%	1%	?	13%	0%&8%	-8%	-17%
MCF10A rerep	?	-4%	9%	2%	11%	1%	0%	6%
S2 tox	i	i	i	i	i	i	i	i
ATXN2 expr inh	22%	28%	5%	34%[activator]	13%	-3%&-10%	-1%	1%
A549 viability	-17%	6%	-2%	-5%	2%	-12%&6%	15%	-15%
EPAC2 antagonist	-2%	7%	4%	8%	-4%	15%	14%	-14%
Nrf2 inh	-15%	27%	8%	13%	0%	?	2%	?

(33) CCN1CCCc2cc(CN(CCN3CCOCC3)C(=S)Nc3ccccc3OC)ccc21
(34) Cc1cc(C)nc(SCc2nnc(SCC(=O)Nc3c(C)cccc3C)o2)n1
(35) CC(=O)Nc1ccc(S(=O)(=O)N2CCN3CCCC3C2)cc1 (centres undefined)
(36) COC(=O)c1c(N)sc(C(=O)N2CCOCC2)c1C
(37) CCOC(=O)c1c(NC(=O)CSc2cn(CCNC(=O)c3ccccc3OC)c3ccccc23)sc2c1CCCC2
(38) Cc1ccc(-c2nc(C)sc2CC(=O)NCc2ccco2)cc1
(39) CCOc1cc2c(C#N)c(N(CC)CC)nc(N)c2c(N)n1
(40) CCn1c(=O)c(=O)[nH]c2cc(C(=O)NCC3CCCCC3)ccc21
compound no.	33	34	35	36	37	38	39	40
Nrf2 ARE act	1.9%	-0.1%	0.2%	0.2%	-1.2%	7.6%	-0.4%	0.2%[9.22 µM]
HepG2 viability	62%	15%	11%	-1%	-3%	1%	-4%	-21%
TGFb SMAD3 inh	59%[activator]	14%	0%	0%	?	-9%	?	-14%
MCF10A rerep	?	3%	6%	9%	.	7%	-11%	-6%
S2 tox	?	i	i	i	i	i	?	i
ATXN2 expr inh	.	-2%	.	-14%	12%	3%	10%	-8%
A549 viability	0%	-1%	-9%	-4%	-4%	?	-6%	11%
EPAC2 antagonist	-2%	-1%	22%	-7%	.	15%	-27%	6%
Nrf2 inh	-18%	-5%	5%	-7%	?	5%	4%	6%

# 6 compounds out of the list above, sorted by their value in EPAC2 antagonist, lowest first.
nr	Compound	Nrf2 ARE act	EPAC2 antagonist
39	CCOc1cc2c(C#N)c(N(CC)CC)nc(N)c2c(N)n1	-0.4%	-27%
8	COc1ccc(N2CCN(C(CNC(=O)c3ccc4c(c3)OCO4)c3ccco3)CC2)cc1 (centres undefined)	-0.8%	-5%
34	Cc1cc(C)nc(SCc2nnc(SCC(=O)Nc3c(C)cccc3C)o2)n1	-0.1%	-1%
4	Cc1nnsc1C(=O)Nc1ccccc1	-0.3%	5%
28	O=C(CSc1ccc(-c2cccs2)nn1)N1CCCCCC1	5.7%	8%
23	Brc1ccc(/C=N/N2CCN(C3c4ccccc4-c4ccccc43)CC2)s1	1.5%	14%

# One compound at a time, from the list above. Values in the order: Nrf2 ARE act | HepG2 viability | TGFb SMAD3 inh | MCF10A rerep | S2 tox | ATXN2 expr inh | A549 viability | EPAC2 antagonist | Nrf2 inh
# CCOC(=O)c1c(NC(=O)CSc2cn(CCNC(=O)c3ccccc3OC)c3ccccc23)sc2c1CCCC2 across the screens: -1.2% | -3% | ? | . | i | 12% | -4% | . | ?
# CCN1CCCc2cc(CN(CCN3CCOCC3)C(=S)Nc3ccccc3OC)ccc21 across the screens: 1.9% | 62% | 59%[activator] | ? | ? | . | 0% | -2% | -18%

# Following part:
(41) COc1cccc(NC(=O)CSCc2cc(=O)n3nc(C4CC4)sc3n2)c1
(42) CC(C)S(=O)(=O)C/C(N)=N/OS(=O)(=O)c1ccc(Cl)cc1
(43) CCC(C)N(C(=O)C(F)(F)F)C(C(=O)NC1CCCCC1)c1ccncc1 (centres undefined)
(44) O=C(C[C@H]1C/C=C\C[C@@H](Cc2ccc(F)cc2)C(=O)O[C@@H](c2ccccc2)CNC1=O)N[C@@H](CO)Cc1ccccc1
(45) CCCn1c(NCc2ccccc2C)nc2ccccc21
compound no.	41	42	43	44	45
Nrf2 ARE act	-0.5%	0.4%	0.3%	-0.2%	5.0%
HepG2 viability	-2%	-1%	-3%	-8%	-33%
TGFb SMAD3 inh	-2%	16%	4%	-2%	-17%
MCF10A rerep	2%	-1%	?	-2%	.
S2 tox	i	i	i	i	?
ATXN2 expr inh	7%	.	0%	-8%	3%
A549 viability	0%	-8%	0%	-14%	2%
EPAC2 antagonist	1%	9%	-1%	15%	.
Nrf2 inh	6%	0%	2%	3%	?
